# High-throughput results (PubChem BioAssay)
# GC-B act: GC-B (human) receptor activation | P20594 | HEK293-GC-B cells, CNP EC30, cGMP TR-FRET; 0% at EC30 CNP, 100% saturating CNP | 370,000 tested, 0.11% active | activation, % at 10 µM;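 active = activation at 10 µM reaching about 35% in either raw or pattern-adjusted values, limit read from the data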
# GAA850 FXN act: activators of GAA850 frataxin (FXN) promoter; 360,000 tested, 0.56% active; HEK293 lucGAA850 FXN promoter luciferase reporter, 24 h; percent of 10 µM SAHA response; activation, % at 6 µM;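 active = activation above the average of all compounds screened plus 3 SD, cutoff fixed separately per campaign, cut at about 7.5% in these data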;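 note: 0% = DMSO wells and 100% = 10 µM SAHA wells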
# ASAP1 inh: ASAP1 ArfGAP inhibition. 360,000 tested, 0.19% active. inhibition, % at 16.5 µM. ASAP1-stimulated ARF1 GTP hydrolysis, GDP FP detection. AID 624377; in the data active = inhibition above about 25%;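 note: 0% = vehicle with enzyme and substrate and 100% = no enzyme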
# rCAG RNA binder: molecules binding r(CAG) RNA repeats. r(CAG) RNA repeat, TO-PRO-1 dye displacement fluorescence. inhibition, % at 3 µM. 370,000 tested, 1.3% active;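 active = inhibition above the plate cutoff, the mean of all test compounds on that plate plus 3 SD, cut at about 35% in these data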;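 note: 0% = DMSO alone and 100% = 100 µM mitoxantrone as full dye displacement; higher means more dye released from RNA so lower well fluorescence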
# NPR1 activator: GC-A (human) enzyme activation. P16066. HEK293 GC-A cells, cGMP TR-FRET, EC30 ANP; 0% at EC30 ANP, 100% saturating ANP. activation, % at 10 µM. 370,000 tested, 0.14% active; in the data active = activation above about 40%
# sPLA2-III inh: Inhibits HGIII-sPLA2 liposome hydrolysis, primary screen | Q9NZ20 | QFRET BODIPY PC-A2 liposome hydrolysis, fluorescence | inhibition, % at 12.2 µM | 370,000 tested, 0.56% active;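 active = inhibition above mean plus 3 SD of compounds lying within the high and low control bounds, cut at about 19% in these data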;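 note: 0% = median of test compound wells and 100% = no enzyme DMSO wells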
# Target sequence (Q9NZ20 whole entry, looked up): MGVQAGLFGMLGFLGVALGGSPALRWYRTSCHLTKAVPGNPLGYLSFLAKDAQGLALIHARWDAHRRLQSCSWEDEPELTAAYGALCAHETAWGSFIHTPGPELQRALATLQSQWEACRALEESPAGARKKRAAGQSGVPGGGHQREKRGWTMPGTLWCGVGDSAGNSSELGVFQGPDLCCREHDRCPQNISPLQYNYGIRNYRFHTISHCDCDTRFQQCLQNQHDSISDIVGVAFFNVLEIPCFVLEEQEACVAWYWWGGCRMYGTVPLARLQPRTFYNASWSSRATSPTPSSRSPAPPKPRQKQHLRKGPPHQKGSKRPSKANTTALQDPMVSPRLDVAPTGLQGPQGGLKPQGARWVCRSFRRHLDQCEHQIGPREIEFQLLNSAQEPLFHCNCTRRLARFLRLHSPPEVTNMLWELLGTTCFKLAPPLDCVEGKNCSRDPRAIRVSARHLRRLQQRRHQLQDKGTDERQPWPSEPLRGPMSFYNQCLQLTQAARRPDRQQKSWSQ
# proKLK7 act: proKLK7 (human) activation, primary screen; P49862; purified proKLK7, EDANS-DABCYL substrate fluorescence; 100% is mature enzyme control, 0% vehicle; activation, % at 7 µM; 370,000 tested, 0.9% active; AID 652039;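 active = activation above the mean of all tested compounds plus 3 SD, computed per campaign excluding outliers beyond control limits, cut at about 13% in these data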
# Target sequence (P49862 whole entry, looked up): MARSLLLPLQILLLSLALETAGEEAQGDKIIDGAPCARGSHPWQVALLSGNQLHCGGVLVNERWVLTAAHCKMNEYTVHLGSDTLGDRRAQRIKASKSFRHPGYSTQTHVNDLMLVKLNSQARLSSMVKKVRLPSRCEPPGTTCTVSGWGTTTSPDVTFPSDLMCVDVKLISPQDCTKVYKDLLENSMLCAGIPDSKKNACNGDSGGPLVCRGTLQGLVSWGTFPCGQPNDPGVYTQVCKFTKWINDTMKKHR
# Tn6 DDE FP: disrupts Tn6 cyclic peptide binding to fibrin D-Dimer-E complex; P02675; Fibrin DD(E) TRITC-Tn6 fluorescence polarization displacement; inhibition, % at 8.3 µM; 370,000 tested, 0.21% active; AID 720509;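 active = inhibition above a per-campaign cutoff: mean of compounds within control limits plus 3 SD, cut at about 15% in these data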;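 note: 0% = median of all compound wells on the plate and 100% = blocking peptide control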
# ARFGAP1 inh: rat ARFGAP1 inhibition; 360,000 tested, 0.26% active; Q62848; inhibition, % at 16.5 µM; Arfgap1-stimulated ARF1 GTP hydrolysis, GDP FP detection;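 active = inhibition above a per-plate limit, mean inhibition of low control wells plus 3 SD, cut at about 25% in these data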;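 note: 0% = DMSO wells with enzyme and 100% = wells lacking Arfgap1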
# Target sequence (Q62848 1-136 limits assumed): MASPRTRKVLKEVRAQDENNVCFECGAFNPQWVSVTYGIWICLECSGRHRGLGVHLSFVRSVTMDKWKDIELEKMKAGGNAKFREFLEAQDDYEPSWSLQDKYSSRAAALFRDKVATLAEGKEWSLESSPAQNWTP
#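 material = rat Arfgap1 catalytic domain, aa 1-136 | also added = human ARF1(Δ1-17)-GTP substrate | compound dosing = one concentration, 16.5 µM, DMSO 1.26% | times = GTP hydrolysis reaction 2 h at 25 °C | measured by = FP, GDP Alexa 633 tracer displaced from anti-GDP antibody, 620/688 nm | evaluation = percent inhibition of Arfgap1-stimulated GTP hydrolysis | replication = single well per compound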
# ADAM10 inh: inhibitors of human ADAM10. O14672. recombinant ADAM10, EDANS/DABCYL FRET peptide cleavage, 3 h. inhibition, % at 7 µM. 370,000 tested, 0.62% active. AID 720582;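 active = inhibition above a per-campaign cutoff equal to the mean of compounds falling between control-based bounds plus 3 SD, cut at about 20% in these data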;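 note: 0% = DMSO wells while the 100% control is not disclosed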
# The depositor's hits bear a star; i = inactive; . = no result given. Random draw from the library; overall some 4.5% were active at least once.
SMILES,GC-B act,GAA850 FXN act,ASAP1 inh,rCAG RNA binder,NPR1 activator,sPLA2-III inh,proKLK7 act,Tn6 DDE FP,ARFGAP1 inh,ADAM10 inh
CCCC(=O)Nc1cc(S(=O)(=O)N2CCOCC2)ccc1N1CCCCC1,2,-0.8,-7,3,2,-9,1.4,-1,-1,-6
CCN(CC)C(=O)C1=C(C)N(Cc2ccc(OC)cc2)C(=O)C(CC(=O)NC(c2ccccc2)c2ccccc2)C1 (stereo not given),-5,-2.0,-3,1,-10,-11,0.8,-7,7,-15
C[C@H](NC(=O)c1ncn2c1c(=O)[nH]c1ccc(Br)cc12)c1ccccc1,16,-0.1,10,1,18,4,-0.4,-3,-3,-21
O=C(NCC(=O)N1CCN(S(=O)(=O)c2ccccc2)CC1)c1ccc2ccccc2c1,4,0.7,12,4,2,-14,0.1,-1,2,-3
CCCCN(C(=O)c1ccc([N+](=O)[O-])o1)c1c(N)n(CC(C)C)c(=O)[nH]c1=O,1,0.7,1,0,4,-3,-0.3,-1,-17,-29
COc1ccc(-c2nc(CC(=O)O)cs2)cc1,-1,-1.3,-5,3,1,3,-0.1,5,2,-11
CCC1CCCCN1CCCNC(=O)C1CCN(S(=O)(=O)N2CCCCC2)CC1 (stereo not given),1,2.7,6,-5,6,-1,0.2,10,0,2
CCOC(=O)c1cnn(-c2ccccn2)c1N,4,2.1,18,0,4,1,0.5,-4,12,6
O=C(Cc1ccccc1)N/N=C/C=C/c1cccc([N+](=O)[O-])c1,-5,2.6,-3,1,-5,-2,0.3,-2,-7,2
CN(C)C(=O)c1nc2ccccc2s1,1,5.0,-6,0,4,-4,1.2,4,6,-5
COc1cccc(NC(=O)Cn2c(=O)n(CCC(=O)NCc3ccco3)c(=O)c3ccccc32)c1,-8,0.3,4,0,-4,0,0.2,-10,10,2
COC(=O)C(/C=N/O)NC(=O)c1ccccc1 (stereo not given),-1,1.3,-3,1,-1,-3,-1.2,-1,2,8
CCOC(=O)c1c(NC(=O)OC)sc(C(=O)N(C)C)c1C,-7,3.1,-5,1,0,10,0.6,-12,5,-2
Cc1ccc(C(=O)NC2CC3CCC(C2)N3C)cc1 (stereo not given),-6,2.1,9,-1,0,3,-0.7,-5,-3,-10
Cc1ccccc1OCC(=O)O/N=C(\N)c1ccncc1,0,2.9,-1,-4,1,-1,0.1,5,4,5
N#Cc1ccc(NC(=O)Cn2cnc(S(=O)(=O)N3CCc4ccccc43)c2)cc1,-4,-2.6,4,12,5,-18,-0.4,10,9,8
Cc1ccc(NC(=O)c2cc3ccccc3o2)nc1,0,0.9,3,-1,-1,7,-0.9,3,-9,-2
COc1ccc(CN(C(=O)CN2C(=O)c3ccccc3S2(=O)=O)C(C(=O)NCC2CCCO2)c2ccncc2)cc1 (stereo not given),-3,0.8,-2,-8,2,9,0.7,8,2,-3
Cc1cc(C(=O)NN=Cc2cccc(O)c2)n[nH]1,-1,.,.,2,-3,3,0.8,6,.,-3
Cc1cccc(NC(=O)COC(=O)CCc2ccc(S(=O)(=O)N3CCOCC3)cc2)c1C,-2,2.3,-5,-6,1,-8,0.6,-1,-1,5
COc1ccccc1NC(=O)Cc1nc(CCl)cs1,1,-1.2,7,9,0,-7,-0.2,-2,11,-2
C[C@H]1COC(=O)CCC/C=C\C[C@H](CC(=O)N(CCO)Cc2ccccc2)C(=O)N1,3,-2.1,0,0,2,2,0.3,2,11,-5
CN(C)CCNc1ncnc2c1sc1nc(-c3ccccc3)c3c(c12)CCCC3,-6,1.3,2,15,-8,-20,-1.0,9,1,-27
CCOCCc1c(O)nc(SCC)[nH]c1=O,5,1.4,0,-2,1,7,-0.5,1,2,1
C[C@H](O)[C@@H]1CN2CCc3ccc(-c4ccc5c(c4)OCO5)cc3[C@@H]2C[C@@H]1N(C)C(=O)NC1CCCCC1,-3,.,4,5,-1,3,0.7,-13,-4,-10
Cc1ccc(NC(=O)CSc2nncs2)cc1Cl,0,1.5,11,1,2,7,-0.6,0,2,-16
O=C(Nc1ccc([N+](=O)[O-])cc1)C1C(c2ccccc2)=C1c1ccccc1,-4,1.4,-6,8,-8,7,-0.8,-3,5,-6
NC(=O)C1CCN(S(=O)(=O)c2ccccc2[N+](=O)[O-])CC1,9,2.3,3,-4,1,10,0.0,-3,10,-12
CC(=O)c1ccc(Oc2cc(C(F)(F)F)cnc2C(N)=O)cc1,2,1.2,-9,1,0,3,0.6,-5,-14,0
Clc1ccc(OCc2cn3ccccc3n2)c2ncccc12,-2,3.1,2,-4,-2,-2,-0.6,3,-8,-17
COCCCNc1nc2c(c(=O)n(C)c(=O)n2C)n1Cc1cccc(OC)c1,11,2.3,-7,-9,9,5,-0.3,-1,15,3
N#Cc1c(N)nc2c(c1-c1ccc3c(c1)OCO3)CCc1ccccc1-2,11,2.2,-6,5,6,12,-37,6,-1,i
CC(C)NC(=S)NC(c1ccccc1)(c1ccccc1)c1ccccc1,-8,2.2,-1,-9,-33,22*,0.2,2,6,14
O=C(CCS(=O)(=O)c1ccc(Br)cc1)N1CCCCCC1,-3,3.1,-2,-3,0,-3,0.5,-6,1,2
O=C(NCc1ccccn1)C(=O)Nc1ccccc1,8,2.5,-4,-2,2,16,-0.2,-9,2,-9
O=C(NC(Cc1c[nH]c2ccccc12)C(=O)O)/C(=C/c1ccco1)NC(=O)c1ccccc1 (stereo not given),1,3.0,-12,20,-1,-40,-0.8,-8,-13,-5
CCc1ccc2nc(/N=C(\N)NC(=O)c3ccccc3)nc(C)c2c1,-1,1.7,1,3,-2,0,-0.6,-1,2,-19
C(=N\n1cnnc1)/c1ccccc1OCCOc1ccccc1,-7,3.5,5,2,-10,12,-0.5,6,2,-6
COC(=O)C(NC(=O)c1ccccc1C)(Nc1ncc(S(=O)(=O)c2ccc([N+](=O)[O-])cc2)s1)C(F)(F)F (stereo not given),-3,-0.1,11,8,-3,-42,1.3,-3,7,33*
COc1ccc(S(=O)(=O)N2CCOCC2)cc1NC(=O)c1cccc(-n2cccc2)c1,3,-1.6,1,23,-9,-16,-0.5,0,8,7
COC(=O)c1sccc1NC(=O)c1csc(C)c1,3,1.1,6,4,2,-2,0.5,0,-3,2
CC1CC(C)CN(S(=O)(=O)c2ccc3oc(=O)ccc3c2)C1 (stereo not given),0,1.1,3,-2,-3,3,0.4,-6,2,-5
C[C@H]1CN([C@@H](C)CO)C(=O)CCCn2cc(nn2)CO[C@@H]1CN(C)C(=O)Oc1ccccc1,6,.,2,-1,2,10,-0.1,-7,-5,-13
CN(Cc1ccc(Cl)c(Cl)c1)C(=O)C1CSC2(C)CCC(=O)N12 (stereo not given),-3,-1.7,-4,-4,-5,0,0.0,-1,0,2
CCOC(=O)C1(Cc2ccccc2Cl)CCN(S(=O)(=O)N(C)C)CC1,9,-0.2,-1,-11,3,2,0.0,2,-6,1
CCCc1cc(=O)n2[nH]c(C)nc2n1,2,-1.6,-6,-3,1,2,-1.0,-3,-1,-10
Cc1ccc(-n2cccc2C(=S)N=P(N(C)C)(N(C)C)N(C)C)cc1,-2,-1.4,5,-3,-5,11,0.0,-6,13,3
CCOc1cc2[nH]c(=O)n(CCCCC(=O)NCc3ccco3)c(=O)c2cc1OCC,-5,3.3,9,0,-3,0,0.2,-1,3,-8
COc1ccc2c(Cl)cc(NC(=O)Nc3c(C)cccc3C)nc2c1,5,-0.5,5,1,3,-2,0.1,-9,9,-2
O=C(Cc1ccc(Cl)cc1)Nc1ccccc1N1CCOCC1,-5,4.0,0,0,0,-1,0.4,3,-3,-3
Cc1ccccc1C(=O)O/N=C1\CCS(=O)(=O)c2sccc21,0,6.5,6,-2,0,0,-0.1,-6,-5,-4
COC(=O)c1ccccc1NC(=O)C1CC(c2ccccc2O)=NO1 (stereo not given),-2,-1.0,-3,-3,4,-8,0.0,0,17,3
O=C1/C(=C/c2ccc([N+](=O)[O-])cc2)C=C(c2ccccc2)N1c1ccccc1,-5,-0.5,8,9,1,-4,0.3,-3,-10,-4
CCN(CC)C(=O)CCS(=O)(=O)c1cccc2nonc12,2,0.6,5,-2,-1,3,0.3,-4,1,-10
CCN1C(=O)N[C@@H](c2ccc(Br)cc2)C(C(C)=O)=C1C,11,0.2,8,2,10,12,0.5,3,6,3
CCOC(=O)[C@]12CCC=C1N(Cc1ccco1)C(=O)[C@H](CC(=O)NCc1ccc(C)o1)C2,3,.,4,8,-2,-7,0.4,6,-16,-2
COc1cc2[nH]c(C(=O)NCC3CCCO3)cc2c(OC)c1OC (stereo not given),-8,0.5,-10,1,0,3,0.9,-1,1,-60
O=C(COC(=O)/C=C/c1cccs1)Nc1ccc(F)cc1,3,-0.9,13,2,-1,-6,0.3,-1,2,0
Nc1cc(=O)[nH]c(SCC(=O)Nc2cccc(S(=O)(=O)N3CCCCCC3)c2)n1,-5,5.1,-1,12,0,1,-0.6,-8,-4,-4
CC(=O)N1CCN(c2ccccc2NC(=O)c2ccc3ccccc3c2)CC1,-1,-0.2,7,-5,-4,2,-0.7,-10,9,4

# (next part)
SMILES,GC-B act,GAA850 FXN act,ASAP1 inh,rCAG RNA binder,NPR1 activator,sPLA2-III inh,proKLK7 act,Tn6 DDE FP,ARFGAP1 inh,ADAM10 inh
c1ccc2c(c1)Cc1cc3ccccc3nc1-2,6,6.3,8,9,3,-2,-0.5,-5,0,-9
C[C@@]12CCC3[C@@](CCC4[C@@]3(C)CCC[C@@]4(C)C(=O)O)(CC1=O)C2 (stereo not given in full),4,1.2,-2,9,5,4,0.0,-3,-1,7
CN(CC(=O)Nc1c(Cl)cccc1Cl)C(=O)c1sccc1-c1ccccc1,-4,-1.2,-16,-3,-2,-6,0.6,-1,5,-1
CCOc1ccc(CCNC(=O)c2cc(S(=O)(=O)N3CCOCC3)ccc2C)cc1OCC,-4,-0.6,3,-1,2,13,0.6,8,-3,-4
COc1ccc(C(=O)NC(=S)Nc2ccc(CN3CCOCC3)cc2)cc1OC,5,2.4,1,1,-2,2,0.7,0,12,-3
O=C1OCCC1Sc1nc2ccccc2c(=O)n1Cc1ccccc1 (stereo not given),11,-1.0,-11,-4,18,-10,0.7,1,3,2
Cc1cccc2sc(NC(=O)CN3C(=O)c4ccccc4C3=O)nc12,-2,1.1,0,3,15,15,-0.3,-1,3,-4
O=C(CCc1ccc(S(=O)(=O)NC2CCCCC2)cc1)Nc1ccccc1,-4,1.0,-3,-3,2,-27,-0.1,-1,-5,2

# By substructure, the entries above with a cyano group.
SMILES,GC-B act,GAA850 FXN act,ASAP1 inh,rCAG RNA binder,NPR1 activator,sPLA2-III inh,proKLK7 act,Tn6 DDE FP,ARFGAP1 inh,ADAM10 inh
N#Cc1ccc(NC(=O)Cn2cnc(S(=O)(=O)N3CCc4ccccc43)c2)cc1,-4,-2.6,4,12,5,-18,-0.4,10,9,8
N#Cc1c(N)nc2c(c1-c1ccc3c(c1)OCO3)CCc1ccccc1-2,11,2.2,-6,5,6,12,-37,6,-1,i
